# Compound activity: PubChem BioAssay, National Center for Advancing Translational Sciences (NCATS)
# AmpC detergent = qHTS Inhibitors of AmpC Beta-Lactamase (assay with detergent). 0.041% of 370,000 active. AmpC hydrolysis of nitrocefin, absorbance 480 nm, 0.01% Triton. P00811. Potency, µM (doses to about 114 µM), without a hit: at the highest dose activity change, negative = inhibition, hits mostly inhibitors;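 note: potency is the fitted concentration of half-maximal effect; 0% = no-compound wells and -100% = no-enzyme wells; nearly all actives have a fitted effect of over 25% in size; some results filed as inactive show a strong effect at the top dose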
# Target sequence (P00811 whole entry, looked up): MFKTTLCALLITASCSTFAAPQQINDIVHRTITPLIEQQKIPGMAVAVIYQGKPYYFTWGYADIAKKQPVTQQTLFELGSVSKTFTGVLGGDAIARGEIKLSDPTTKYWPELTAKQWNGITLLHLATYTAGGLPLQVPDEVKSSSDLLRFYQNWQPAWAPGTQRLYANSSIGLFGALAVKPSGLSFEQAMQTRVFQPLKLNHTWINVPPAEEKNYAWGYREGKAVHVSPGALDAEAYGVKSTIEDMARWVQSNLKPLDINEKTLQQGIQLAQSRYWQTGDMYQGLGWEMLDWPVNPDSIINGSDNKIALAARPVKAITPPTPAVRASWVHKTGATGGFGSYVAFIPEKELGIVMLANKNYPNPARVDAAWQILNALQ
#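 20 mM phosphate pH 7.0 + 0.01% (detergent screen) or 0.0001% Triton X-100; 5.3 nM AmpC reagent; cpd preinc 15 min RT; nitrocefin (800 uM stock) to start; A480 q20 s × 4 min; Activity was normalised to no-enzyme and no-compound control wells.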
# HCV inhibitor = qHTS Assay for Inhibitors of Hepatitis C Virus (HCV); AID 651820, 2012; Huh7.5.1 HCVcc-Cre infection, luciferase reporter, 44 h; Potency, µM (highest dose often 41.8 µM), without a hit: at the highest dose activity change, negative = inhibition, hits mostly inhibitors; 3.4% of 340,000 active; note: potency is the fitted concentration of half-maximal effect
#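 Cells (1,000/well) were plated 4 h before compound, then infected with HCVcc-Cre virus (~0.5 moi). After 44 h further culture, infection was read as luciferase luminescence following a 15 min substrate incubation at room temperature.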
# Sm TGR block = qHTS Assay for the Inhibitors of Schistosoma Mansoni Peroxiredoxins; Schistosoma mansoni thioredoxin glutathione reductase (TGR), Q962Y6; Potency, µM (highest dose often 114 µM), for inactives: at the highest dose activity change, negative = inhibition, usual class: inhibitors; purified TGR, DTNB reduction, TNB absorbance 405 nm; 3% of 360,000 active; note: potency is the fitted concentration of half-maximal effect; nearly all actives have a fitted effect of over 60% in size
#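 TGR 20 nM + NADPH 100 uM (dispensed conc.), cpd preinc 15 min RT; start with NADPH (500 uM addition) then DTNB (15 mM addition). Kinetic TNB absorbance, 405 nm filter. Four-parameter Hill fit across titration.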
# AmpC inh no detg = qHTS Inhibitors of AmpC Beta-Lactamase (assay without detergent) | Potency, µM (top dose mostly 57.1 µM), inactives show at the highest dose activity change, negative = inhibition, hits mostly inhibitors | 0.52% of 330,000 active | P00811 | AmpC nitrocefin hydrolysis, absorbance 480 nm, 0.0001% Triton;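 note: potency is the fitted concentration of half-maximal effect; plate controls were no compound for no effect and no enzyme for full effect; nearly all actives have a fitted effect of over 20% in size; some results filed as inactive show a strong effect at the top dose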
#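 AmpC (5.3 nM in the dispensed reagent) in 20 mM phosphate pH 7.0 with 0.01% (detergent screen) or 0.0001% Triton X-100 was preincubated with compounds for 15 min at room temperature. Nitrocefin was then added from an 800 uM solution, and hydrolysis was followed at 480 nm.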
# HCMV antiviral = qHTS Assay for inhibitors of the human cytomegalovirus (HCMV). HFF cells, HCMV-luciferase reporter, 72 h; active compounds read low. activity change, negative = inhibition, % at 57.5 µM. 4.5% of 410,000 active. AID 1259415, 2018; in the data active = activity change below about -60%; inconclusive = no clear call, values can overlap the other calls; inactive = above about -39%
#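 Compounds were evaluated in HFFs infected with an HCMV luciferase reporter virus (MOI 1 PFU/cell). Luciferase in lysates collected 72 h post infection served as the replication measure.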
# FBPA Giardia inh = qHTS Assay for Inhibitors of Fructose-1,6-bisphosphate Aldolase from Giardia Lamblia; 0.71% of 290,000 active; Potency, µM (doses to about 59.6 µM), for the others: top-dose activity, negative = inhibition, usual class: inhibitors; AID 2451, 2010; A8B2U2; purified Giardia FBPA; note: potency is the fitted concentration of half-maximal effect; nearly all actives have a fitted effect of over 55% in size
# Target sequence (A8B2U2 whole entry, looked up): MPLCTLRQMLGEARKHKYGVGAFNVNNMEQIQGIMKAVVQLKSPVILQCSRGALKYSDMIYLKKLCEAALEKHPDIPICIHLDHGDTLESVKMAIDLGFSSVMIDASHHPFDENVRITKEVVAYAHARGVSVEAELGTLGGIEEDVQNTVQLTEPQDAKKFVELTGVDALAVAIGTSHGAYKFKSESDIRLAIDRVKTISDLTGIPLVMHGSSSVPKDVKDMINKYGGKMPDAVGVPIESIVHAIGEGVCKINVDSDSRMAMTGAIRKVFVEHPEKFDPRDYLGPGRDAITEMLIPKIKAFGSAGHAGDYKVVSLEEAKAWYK
#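 40 nM FBPA preincubated 10 min at RT with compound (up to 57.5 uM final), then substrate plus GAPDH/TPI/NAD/arsenate coupling and diaphorase/resazurin added. Fluorescence read after 20 min at RT, 525/598 nm.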
# Numbers without * were called inactive; u = inconclusive; x = no result given; & = joins results of further samples; [ ] = remark or other dose. Unless noted, calls come from the whole dose curve; as a rule, active = well fitted curve in the direction sought with a large enough effect; inconclusive = small, poorly fitted or top-dose-only effect, or another doubt; inactive = no such curve, though single readings can be large; an effect the other way counts as inactive or inconclusive. Unless noted, % is set by controls: 0 for no effect and ±100 for the full control effect.
no. | canonical_smiles | AmpC detergent | HCV inhibitor | Sm TGR block | AmpC inh no detg | HCMV antiviral | FBPA Giardia inh
1 | O=[N+]([O-])c1ccc(Cl)c(/C=N/N2CCN(C3c4ccccc4-c4ccccc43)CC2)c1 | -1% | 9% | 9% | -11% | 42 | 7%
2 | Clc1ccc(CN2CCN(c3ncccn3)CC2)cc1Cl | -12% | 5% | -29% | 64%[activator] | -33 | u
3 | CC1CCC(CN2CCN=C2N(C)C)CC1 (stereo unspecified) | u | u | 0% | -9% | -5 | x
4 | COc1cc(C(=O)OCc2ccc(C)cc2)cc(NC(=O)c2cccs2)c1OC | -1% | u | -13% | -30% | -30 | 1%
5 | Cn1c(=O)c2c(nc(Cc3ccccc3)n2C)n(C)c1=O | -9% | 19% | 0% | -13% | -7 | 3%
6 | COc1cccc(C2C(C(N)=O)=C(C)Nc3nc(CCCO)nn32)c1OC (stereo unspecified) | u | -2% | 1% | -14% | 60 | -4%
7 | CCOC(=O)c1ccccc1NC(=O)CSc1cn(CC(=O)N2CCCCC2)c2ccccc12 | 16% | x | 0% | x | 1 | x
8 | Fc1ccc(-c2cc(-c3cccs3)cc(-c3ccccc3)n2)cc1 | 0% | -17% | 14% | -12% | -25 | 2%
9 | O=C(CCNC(=O)Cn1ccc2ccccc2c1=O)NCc1ccc(F)cc1Cl | -10% | 2% | -5% | -14% | -19 | 1%
10 | CCOc1cc(NS(C)(=O)=O)c(OCC)cc1NC(=O)c1cccs1 | u | u | 0% | 21% | -34 | -15%
11 | CC1CC(C)CN(S(=O)(=O)N2CCCC(C(=O)NCc3ccccc3Cl)C2)C1 (stereo unspecified) | -13% | -5% | u | 25% | -4 | -4%
12 | O=C(O)c1ccccc1-c1ccccc1C(=O)NNc1ccc([N+](=O)[O-])cc1 | -5% | 5% | -6% | -4% | u | 15%
13 | CC(C)OC(=O)CCCN1C(=O)c2ccc(N)cc2C1=O | -5% | -2% | -4% | -19% | -14 | 2%
14 | Cc1nnc(NC(=O)c2ccc(S(=O)(=O)N3CC(C)CC(C)C3)cc2)o1 (stereo unspecified) | u | 0% | 1% | -23% | -21 | -5%
15 | COC(=O)c1cc(NC(=O)CN(c2ccccc2)S(=O)(=O)N(C)C)ccc1Cl | 16% | x | 6% | x | 7 | x
16 | COc1cc(NS(=O)(=O)c2csc(C(N)=O)c2)cc(OC)c1 | -6% | 8% | 11% | 120%[activator] | 19 | 0%
17 | CCCCC(C(=O)O)C(C)CC(=O)Nc1cccc(C(=O)O)c1 (stereo unspecified) | u | 10% | 3% | -16% | -14 | 12%
18 | COc1ccc(NC(=O)c2ccc(S(=O)(=O)N3CCOCC3)cc2)c(OC)c1 | 0% | 1% | 3% | 3% | -17 | -2%
19 | CCN(Cc1ccccc1)Cc1ccc(OCc2ccccc2)cc1 | -14% | -3% | 0% | -6% | -16 | u
20 | O=C1CCC(C(=O)NCc2ccccc2)N1 (stereo unspecified) | -5% | 1% | 2% | -6% | 4 | 8%
21 | Cc1ccc(SC(=O)c2c(C)noc2-c2cc(C)on2)cc1 | 2% | 8% | 7.9µM* | -8% | 80 | -1%
22 | Cc1cc(Cl)nc2c(C(C)C)cccc12 | u | -6% | 2% | -13%[11.4 µM] | -36 | 4%
23 | CCC(=Cc1ccc(CC)cn1)CC | -4% | 7% | -6% | 4% | 1 | 1%
24 | N#Cc1c(Cl)nc(N/N=C/c2ccccc2)c(Cl)c1Cl | -18% | 20% | -29% | -39% | -3 | -27%
25 | COc1ccccc1-c1nc(C#N)c(N2CCN(c3ccccc3)CC2)o1 | -14% | 4% | 12% | 24% | -19 | -4%
26 | CCn1c(SCc2cccc(C(=O)O)c2)nnc1-c1ccc(Cl)cc1 | u | 4% | 10% | -9% | 15 | 14%
27 | NC(=O)c1ccc(NC(=O)c2ccc3c(c2)CCN3S(=O)(=O)c2ccccc2)cc1 | -3% | u | 0% | -38% | 32 | x
28 | Cc1nc2ccc(S(=O)(=O)NCC(=O)N3CCN(c4ccccc4)CC3)cc2s1 | u | u | 0% | 17% | -37 | 2%
29 | COc1ccc(-c2csc(-c3ccc(C(=O)O)cc3)n2)cc1 | 0% | 25% | -1% | -14% | 41 | -1%
30 | O=C(Nc1nccs1)c1cc(-c2ccccn2)nc2c(Cl)cccc12 | -1% | -12% | -2% | -12% | -12 | -12%
31 | CC(=O)N1CCc2cc(S(=O)(=O)NCCCN3CCN(Cc4ccccc4)CC3)ccc21 | -17% | u | 4% | 0% | -14 | 2%
32 | CCC(c1nnc(SCCNCCO)n1CCN1CCOCC1)N(C)C (stereo unspecified) | -3% | 28% | -10% | -6% | -16 | u
33 | Cc1sc2nc(C(C)C)nc(SCC(=O)N3CCOCC3)c2c1C | -11% | -27% | -8% | 82%[activator] | -26 | 10%
34 | CCOc1ccccc1NC(=O)CSc1ccc2nnc(CCNS(=O)(=O)c3ccccc3)n2n1 | 5% | x | 15% | x | 19 | x
35 | O=C(COC(=O)CCC1CCCC1)Nc1ccc(Cl)cc1F | u | 2% | u | -24% | 71 | 1%
36 | COc1ccccc1OCCC(=O)OCC(=O)Nc1cc(S(=O)(=O)N2CCOCC2)ccc1Cl | u | 4% | -12% | 68%[activator] | -5 | 1%
37 | Cc1cc(=O)oc2cc(Oc3ccc([N+](=O)[O-])cc3[N+](=O)[O-])ccc12 | -15% | u | 50µM* | -33% | 3 | -5%
38 | COc1cccc(CNC(=O)C(NS(=O)(=O)c2ccc3c(c2)oc(=O)n3C)C(C)C)c1 (stereo unspecified) | -18% | x | 0% | x | 0 | x
39 | CC(C(=O)Nc1ccccc1Br)c1ccc([N+](=O)[O-])cc1 (stereo unspecified) | -12% | u | 1% | -16% | u | 8%
40 | Cn1ccnc1C(=O)c1cccc([N+](=O)[O-])c1 | -10% | 12% | -4% | -11% | 44 | -1%
41 | CCOC(=O)[C@@H]1[C@H]2COc3cc(OC)ccc3[C@H]2N2C(=O)N(c3ccc(C(F)(F)F)cc3)C(=O)[C@@]12C | -1% | 6% | -24% | -7% | -25 | 1%
42 | CC(=O)Nc1ccc(S(=O)(=O)N2CCN(C(=O)C3COc4ccccc4O3)CC2)cc1 (stereo unspecified) | 2% | u | 1% | 5% | -33 | x
43 | O=C(NCc1cccs1)Nc1ccc(Cl)cc1 | -12% | -30% | -17% | -41% | 41 | 3%
44 | Fc1ccc(NC(=S)N/N=C/c2ccc(F)c(F)c2)c(F)c1 | 0% | 8% | -3% | -17% | -35 | -9%
45 | CC(C)CC(=O)N1CCN(c2ccc([N+](=O)[O-])cc2Cl)CC1 | -9% | -1% | 4% | 26% | -36 | 1%
46 | CCCCn1c(=N)c(C(=O)NC2CCCCC2)cc2c(=O)n3cccc(C)c3nc21 | 22% | x | 3% | x | 14 | x
47 | O=C(Cn1nnc(-c2ccc(OCc3ccccc3F)cc2)n1)N1CCOCC1 | u | 17%&-12% | 3% | 51% | -6 | -3%
48 | Cn1cc(CN2CCN(c3ccc(Cl)cn3)CC2)c(-c2ccccc2F)n1 | 7% | u | u | 121%[activator] | -25 | 0%
49 | CCOC(=O)C1(Cc2ccc(Cl)cc2)CCN(C(=O)C2CCCO2)CC1 (stereo unspecified) | -1% | 0% | -12% | 110%[activator] | -6 | 1%
50 | Oc1ccc(/C=N/N2CCCCC2)cc1O | 2% | 14% | 2.8µM* | -21% | 42 | u

# The results go on.
no. | canonical_smiles | AmpC detergent | HCV inhibitor | Sm TGR block | AmpC inh no detg | HCMV antiviral | FBPA Giardia inh
51 | CCOCCCNC(=O)C1CCN(C(=O)Nc2ccc(Cl)cc2)CC1 | -3% | -18% | -4% | -7% | 3 | 1%
52 | Clc1nn2cnnc2c2ccccc12 | 7% | 1% | 3% | -4% | 14 | 2%
53 | O=C(NCCN1CCOCC1)c1ccccc1-c1ccccc1 | 2% | -11% | -16% | 1% | -8 | 0%
54 | CC1CCN(C(=O)COC(=O)C23CC4CC(CC(O)(C4)C2)C3)CC1 | -2% | 6% | -7% | 0% | 3 | x
55 | O=C(c1ccc(S(=O)(=O)N2CCCCC2)cc1)c1nnc(-c2ccc(Cl)cc2)o1 | -4% | -11% | 6% | -42% | -27 | 5%
56 | O=C(CN1C(=O)CC(c2ccco2)Sc2ccccc21)Nc1ccc(Br)cc1 (stereo unspecified) | 4% | x | -8% | x | -37 | x

# Structural class, the compounds so far containing an aryl methoxy group (9)
no. | canonical_smiles | AmpC detergent | HCV inhibitor | Sm TGR block | AmpC inh no detg | HCMV antiviral | FBPA Giardia inh
4 | COc1cc(C(=O)OCc2ccc(C)cc2)cc(NC(=O)c2cccs2)c1OC | -1% | u | -13% | -30% | -30 | 1%
6 | COc1cccc(C2C(C(N)=O)=C(C)Nc3nc(CCCO)nn32)c1OC (stereo unspecified) | u | -2% | 1% | -14% | 60 | -4%
16 | COc1cc(NS(=O)(=O)c2csc(C(N)=O)c2)cc(OC)c1 | -6% | 8% | 11% | 120%[activator] | 19 | 0%
18 | COc1ccc(NC(=O)c2ccc(S(=O)(=O)N3CCOCC3)cc2)c(OC)c1 | 0% | 1% | 3% | 3% | -17 | -2%
25 | COc1ccccc1-c1nc(C#N)c(N2CCN(c3ccccc3)CC2)o1 | -14% | 4% | 12% | 24% | -19 | -4%
29 | COc1ccc(-c2csc(-c3ccc(C(=O)O)cc3)n2)cc1 | 0% | 25% | -1% | -14% | 41 | -1%
36 | COc1ccccc1OCCC(=O)OCC(=O)Nc1cc(S(=O)(=O)N2CCOCC2)ccc1Cl | u | 4% | -12% | 68%[activator] | -5 | 1%
38 | COc1cccc(CNC(=O)C(NS(=O)(=O)c2ccc3c(c2)oc(=O)n3C)C(C)C)c1 (stereo unspecified) | -18% | x | 0% | x | 0 | x
41 | CCOC(=O)[C@@H]1[C@H]2COc3cc(OC)ccc3[C@H]2N2C(=O)N(c3ccc(C(F)(F)F)cc3)C(=O)[C@@]12C | -1% | 6% | -24% | -7% | -25 | 1%
